PKM2 activator: increases activity of human pyruvate kinase M2. P14618. 260,000 tested, 0.34% active. AID 1631. purified PKM2, Kinase-Glo ATP luminescence, activation; response scale: 0% is enzyme alone, no compound. Potency, µM (top dose mostly 57.5 µM), for inactives: at the top dose activation, hits mostly activators; further: potency means the concentration at half of the fitted maximal effect; on the % scale 0 is the no-effect control and ±100 the full control effect; nearly all actives have a fitted effect of over 55% in size
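hPK-M2, >95% pure; 0.1 mM ADP / 0.5 mM PEP final; imidazole pH7.2 buffer w/ 7 mM MgCl2, 50 mM KCl; 1 h RT; Kinase-Glo lum. Intermediate enzyme activity for dual inhibitor/activator qHTS.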
S-ASM inh: human S-ASM enzyme inhibition. P17405. placental ASM, HMU-PC fluorogenic substrate, 60 min. Potency, µM (highest dose often 57.5 µM), without a hit: at the top dose activity change, negative = inhibition, most hits filed as inhibitors. 340,000 tested, 0.006% active; further: potency means the concentration at half of the fitted maximal effect
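Human placenta-derived ASM preincubated with compound 10 min at room temperature, then reacted with 9 uM (final) fluorogenic HMU-PC substrate for 60 min at 37 C. Stop solution raises pH to 10; fluorescence read at Ex 386/Em 447 nm.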
Menin MLL FP TR: inhibitors of human menin-MLL interaction, mutant MLL peptide; 270,000 tested, 0.23% active; Menin + Texas Red MLL mutant peptide, fluorescence polarization; AID 1768; Potency, µM (titrated, usually from 61.6 µM), for the others: at the top dose FP activity change, negative = inhibition, most hits filed as inhibitors; O00255; active means well fitted inhibition curve with a large enough effect in the polarisation, with a control signal flat, not every such curve was filed as active; inconclusive means small, poorly fitted or top-dose-only effect, or effect the other way, or a change in a side signal; inactive means no such curve, though single readings can be large or run the other way; the % refers to the polarisation; further: potency means the concentration at half of the fitted maximal effect; % of control where 0% means no effect; many of its hits are not listed in these tables
Giardia kill: Giardia lamblia killing; 340,000 tested, 0.15% active; activity change, % at 7.66 µM, hits read low; Giardia lamblia trophozoite viability; in the data active means activity change below about -80%; inconclusive means between about -30% and that limit;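 further: parasites exposed to compound for two days anaerobically before the ATP read; on the % scale 0 is the no-effect control and ±100 the full control effect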
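Giardia trophozoites, 100 cells per well, were exposed to compounds for 48 hrs at 37 deg C under anaerobic conditions; viability was then read as ATP content by bioluminescence after 15-30 min at room temperature.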
FBPA coupling cs: counter-screen for Giardia aldolase inhibitors: coupling enzyme system. coupling enzyme system counterscreen, AmpLite Red fluorescence. activity change, negative = inhibition, % at 58.2 µM, hits read low. 290,000 tested, 0.67% active. AID 2472; in the data active means activity change below about -30%; further: on the % scale 0 is the no-effect control and ±100 the full control effect
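Final compound at 57.5 uM, incubated 10 min at RT with coupling enzyme reagent (glyceraldehyde-3-phosphate), then 20 min with substrate and AmpLite Red detection. Fluorescence read at 525/598 nm; tests interference with the coupling assay, not aldolase inhibition.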
BCR signal inh: inhibitors of chronic active B-cell receptor signaling; ABC-DLBCL IkBa-CBG/CBR reporter, luminescence ratio, 4 h; Potency, µM (titrated, usually from 46.1 µM), for the others: at the highest dose ratio change, negative = lower green/red ratio, hits mostly inhibitors; 340,000 tested, 0.05% active; active means well fitted inhibition curve with a large enough effect in the signal ratio, with a control signal flat, not every such curve was filed as active; inconclusive means small, poorly fitted or top-dose-only effect, or effect the other way, or a change in a side signal; the % refers to the signal ratio;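 further: potency means the concentration at half of the fitted maximal effect; plate controls were basal doxycycline-induced cells for no effect and cells given 10 µM MG132 for full effect; MG132 reads +100%, hits lower the ratio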
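Compounds up to 46 uM were incubated four hours with TMD8 cells whose green CBG68 luciferase is fused to IkappaBalpha; red CBR luminescence normalised the signal, and concentration-effect curves were fitted to fusion, red and ratio data.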
GALK inhibitor: inhibitors of human galactokinase. AID 1868. 270,000 tested, 0.007% active. Purified GALK, Kinase-Glo residual ATP luminescence. P51570. Potency, µM (top dose mostly 57.5 µM), without a hit: at the top dose activity change, negative = inhibition, most hits filed as inhibitors; further: potency means the concentration at half of the fitted maximal effect; on the % scale 0 is the no-effect control and ±100 the full control effect
Target sequence (P51570 whole entry, looked up): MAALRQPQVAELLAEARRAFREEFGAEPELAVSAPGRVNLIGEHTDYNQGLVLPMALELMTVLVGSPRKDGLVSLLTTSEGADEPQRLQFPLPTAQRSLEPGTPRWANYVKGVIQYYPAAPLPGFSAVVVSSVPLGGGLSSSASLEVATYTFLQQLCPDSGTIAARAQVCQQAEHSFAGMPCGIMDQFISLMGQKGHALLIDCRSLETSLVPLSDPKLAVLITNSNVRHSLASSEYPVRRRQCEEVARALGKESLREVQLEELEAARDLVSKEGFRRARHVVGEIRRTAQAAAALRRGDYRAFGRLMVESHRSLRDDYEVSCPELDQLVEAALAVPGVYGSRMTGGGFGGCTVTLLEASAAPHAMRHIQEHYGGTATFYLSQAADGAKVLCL
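5 nM enzyme, 35 uM ATP, 100 uM galactose, 20 mM HEPES pH8.0, 5 mM MgCl2; 1 h RT; residual ATP by Kinase-Glo Plus luminescence, qHTS format.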
Tb PFK block: blocks T. brucei phosphofructokinase; T. brucei PFK, ADP-Glo luminescence; Potency, µM (titrated, usually from 57.5 µM), for inactives: at the top dose activity, negative = inhibition, actives largely listed as inhibitors; 330,000 tested, 0.17% active;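 further: potency means the concentration at half of the fitted maximal effect; 0% = uninhibited 1x PFK enzyme wells and -100% = no-enzyme wells; nearly all actives have a fitted effect of over 60% in size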
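Activity is normalized to no-enzyme wells (full inhibition) and 1.25 nM enzyme wells (no inhibition). Reaction: 0.5 mM F6P, 0.1 mM ATP, 45 min RT, ADP-Glo luminescence; concentration-response curves fitted and classed by quality.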
Integrin act MD: activates integrin-mediated alleviation for muscular dystrophy; alpha7betagal myoblasts, beta-gal FDG fluorescence, 48 h; Potency, µM (doses to about 38.3 µM), for the others: top-dose activation, hits mostly activators; 350,000 tested, 0.064% active;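 further: potency means the concentration at half of the fitted maximal effect; 100% = response of the positive control SU9516; nearly all actives have a fitted effect of over 60% in size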
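alpha7betagal+/- myoblasts (passage 13, 250/well) treated 48 h at 37C with compounds at 1:260 dilution of DMSO stock. Lysed, then beta-galactosidase activity read as FDG fluorescence (ex 480/em 540) after 30 min, with pre-read for autofluorescence.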
PTAP TSG101 blk: blocks PTAP/TSG101 interaction to inhibit HIV-1 budding; Potency, µM (doses to about 115 µM), for inactives: at the highest dose activity change, negative = inhibition, usual class: inhibitors; Fluorescence polarization, FITC-PTAP peptide / Tsg101 binding; 340,000 tested, under 10 active; Q99816; active means well fitted inhibition curve with a large enough effect in the main read-out, with a control signal flat, not every such curve was filed as active; inconclusive means small, poorly fitted or top-dose-only effect, or effect the other way, or a change in a side signal; inactive means no such curve, though single readings can be large or run the other way; further: potency means the concentration at half of the fitted maximal effect; % of control where 0% means no effect
Target sequence (Q99816 whole entry, looked up): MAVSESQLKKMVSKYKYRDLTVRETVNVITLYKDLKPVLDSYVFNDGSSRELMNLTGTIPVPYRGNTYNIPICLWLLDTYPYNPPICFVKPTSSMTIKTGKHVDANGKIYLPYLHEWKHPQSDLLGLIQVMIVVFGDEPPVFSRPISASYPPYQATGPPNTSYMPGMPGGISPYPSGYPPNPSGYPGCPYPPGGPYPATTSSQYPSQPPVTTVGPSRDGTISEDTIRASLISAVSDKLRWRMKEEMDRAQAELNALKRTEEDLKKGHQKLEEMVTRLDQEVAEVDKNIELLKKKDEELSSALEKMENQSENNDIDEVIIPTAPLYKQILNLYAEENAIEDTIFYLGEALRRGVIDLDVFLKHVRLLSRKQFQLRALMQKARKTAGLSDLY
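Compounds were pin-transferred onto Tsg101 binding domain (10 uM final) in HEPES pH 7.5 buffer, then FITC-PTAP peptide was added at 50 nM final. After 20 min at RT, polarization reported peptide displacement across a qHTS concentration series.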
B2AR arrestin: beta2AR (human) beta-arrestin recruitment activity; P07550; Potency, µM (titrated, usually from 46.1 µM), without a hit: at the highest dose activation, hits mostly activators; beta-arrestin recruitment to beta2AR, cell-based reporter; 330,000 tested, 0.02% active;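 further: potency means the concentration at half of the fitted maximal effect; 0% = DMSO controls and full agonism = EC100 isoproterenol or metaproterenol; nearly all actives have a fitted effect of over 65% in size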
* = called active by the depositor; ? = inconclusive; · = not tested or not shown; [ ] = another dose, or the depositor's remark. Unless noted, the call rests on the fitted dose curve; in most records, active means well fitted curve in the direction sought with a large enough effect; inconclusive means small, poorly fitted or top-dose-only effect, or another doubt; inactive means no such curve, though single readings can be large; an effect the other way counts as inactive or inconclusive. An excerpt. The share of hits here may be higher or lower than overall.

Compound,B2AR arrestin,GALK inhibitor,Tb PFK block,Giardia kill,Integrin act MD,Menin MLL FP TR,S-ASM inh,FBPA coupling cs,BCR signal inh,PKM2 activator,PTAP TSG101 blk
CCOc1ccc(N2C(=O)CN=C2Nc2ccccc2Cl)cc1,-0.4%,0%,-4%,32[activator],20%,5%,1%,·,-13%,1%,-1%
COCCCNc1oc(COc2ccc(Cl)cc2Cl)nc1C#N,-1.0%,-2%,-3%,-5,-16%,-4%[11.7 µM],49%[activator],-7,?,8%,-7%
O=S(=O)(NCC1CCCO1)c1cc(Br)c(Br)s1 (centres undefined),-0.2%,0%,-9%,9,26%,9%,1%,4,-1%,7%,-2%
Fc1cccc(Cc2noc(CN3CCN(C4CCc5ccccc5C4)CC3)n2)c1 (centres undefined),0.1%,2%,-11%,13,-1%,-3%,1%,1,-16%,4%,-5%
CNC(=O)c1cc(C(=O)c2ccc(F)cc2Cl)c[nH]1,0.3%,3%,-4%,-14,2%,-11%,-5%,0,-3%,·,-3%
Cc1nc(Nc2ccc(F)cc2)[nH]c(=O)c1CCC(C)C,-0.1%,0%,-8%,-3,-8%,16%,-2%,-2,?,-14%,-8%
Cc1ccc(S(=O)(=O)N2CCC(C(=O)N/N=C/c3ccccc3[N+](=O)[O-])CC2)cc1,-0.8%,·,3%,-24,-19%,1%,-4%,4,-1%,1%,-6%
COC(=O)c1sccc1N(C)S(C)(=O)=O,-0.4%,3%,-16%,18,?,2%,4%,-3,2%,11%,1%
O=C(CCn1c2c(c3ccccc31)CCCC2)NNC(=O)c1ccccc1C(=O)O,?,4%,0%,12,10%,·,2%,-1,-25%,-11%,-9%
CCN(CC)S(=O)(=O)c1cccc(C(=O)NC(C(=O)Nc2nnc(C)s2)C(C)C)c1 (centres undefined),-0.3%,0%,-4%,13,9%,-3%,4%,1,-2%,-3%,-3%
Cc1nn(-c2ccccc2)c(C)c1/C=N/NC(=O)c1cc(O)cc(O)c1,-0.9%,7%,0%,1,-16%,8%,0%,0,?,-2%,-2%
CSc1ncccc1C(=O)NCCc1ccc(S(N)(=O)=O)cc1,-0.3%,-3%,0%,-4,-2%,8%,6%,0,1%,-1%,-3%
Cc1cc(N2CCOCC2)nc(SCc2ccc(Cl)cc2Cl)n1,-0.3%,-3%,-1%,5,11%,11%,-9%,-1,3%,5%,-2%
Cc1ccc(/C=N/N(C)C2=NS(=O)(=O)c3ccccc32)cc1,-0.3%,-4%,4%,8,26%,?,61%,1,?,·,-1%
Cc1nc(/N=C(\N)NC(=O)NC2CCCCC2)nc2ccccc12,-0.5%,-3%,6%,-25,-82%[inhibitor],·,4%,-1,?,-1%,5%
COc1cc2c(cc1OC)C(C(C)C)=NC(C)(C)C2,0.2%,-3%,-4%,31[activator],18%,8%,131%[activator],-5,-2%,-9%,0%
CCCCN(C(=O)c1cc2c(s1)CCCCC2)c1c(N)n(CCC)c(=O)[nH]c1=O,0.0%,·,-2%,-11,20%,·,-1%,·,9%,·,-4%
CN(C)CCCNc1cc(-c2ccccc2)nc2cc(-c3cccc(F)c3)nn12,-0.4%,-4%,4%,13,-64%[inhibitor],14%,82%[activator],-1,?,-2%,-1%
Cc1ccc(NCc2nnc(SCC(=O)Nc3ncc(C)s3)n2CC2CCCO2)c(C)c1 (centres undefined),-0.4%,1%,3%,-6,-14%,-14%,2%,3,?,-15%,-5%
COCCN(Cc1ccccc1)C(=O)Cc1ccc(S(=O)(=O)N2CCOCC2)s1,-0.3%,·,0%,-18,-20%,·,3%,·,2%,·,2%
Cc1c(C(=O)Nc2cccc(F)c2)cnn1-c1ccccc1,0.6%,-5%,0%,-24,17%,15%,-1%,-3,?,-4%,-1%
COc1ccccc1NS(=O)(=O)c1ccc(NC(=O)c2nc3ncccn3n2)cc1,0.2%,-1%,-2%,10,-9%,-7%,-1%,1,7%,11%,0%
COc1cc(/C=C/C(=O)OCC(=O)N2CCc3ccccc3C2)ccc1O,-0.6%,0%,-6%,4,-24%,-9%,21%,3,-6%,13%,-3%
Cc1cc(C(=O)N(C)CC(=O)Nc2ccc(Cl)c(C(F)(F)F)c2)no1,0.0%,·,-1%,1,16%,·,8%,·,7%,·,2%
O=C(NCCNc1ccc([N+](=O)[O-])cc1Cl)c1ccccc1F,0.1%,3%,0%,-24,22%,8%,-12%,-1,6%,9%,-3%
Nc1cccc(C(=O)O)c1,-0.3%,1%,0%,17,·,10%,1%,0,3%,0%,1%
COc1ccc(NC(=S)NN2CCOCC2)cc1OC,-0.2%,0%,-2%,-5,3%,7%,2%,1,10%,-18%,0%
Cc1cc(Br)cnc1NC(=S)Nc1ccc(F)cc1F,-0.3%,-1%,-3%,-13,3%,-2%,-1%,-1,?,-1%,0%
Cc1cc(OCC(=O)c2ccc(Br)cc2)ccc1N1C(=O)CCC1=O,0.1%,-7%,-29%,8,-2%,-9%,-3%,2,?,-20%,-3%
O=C(CNC(=O)c1ccc(-c2ccccc2)cc1)OCc1ccc(Cl)cc1,-0.5%,·,-1%,-8,-12%,?,-1%,1,0%,-7%,-1%

In a second layout: two of the compounds above.
> Nc1cccc(C(=O)O)c1
  B2AR arrestin = -0.3%
  GALK inhibitor = 1%
  Tb PFK block = 0%
  Giardia kill = 17
  Integrin act MD = ·
  Menin MLL FP TR = 10%
  S-ASM inh = 1%
  FBPA coupling cs = 0
  BCR signal inh = 3%
  PKM2 activator = 0%
  PTAP TSG101 blk = 1%
> CN(C)CCCNc1cc(-c2ccccc2)nc2cc(-c3cccc(F)c3)nn12
  B2AR arrestin = -0.4%
  GALK inhibitor = -4%
  Tb PFK block = 4%
  Giardia kill = 13
  Integrin act MD = -64%[inhibitor]
  Menin MLL FP TR = 14%
  S-ASM inh = 82%[activator]
  FBPA coupling cs = -1
  BCR signal inh = ?
  PKM2 activator = -2%
  PTAP TSG101 blk = -1%

Going on with the list:
Compound,B2AR arrestin,GALK inhibitor,Tb PFK block,Giardia kill,Integrin act MD,Menin MLL FP TR,S-ASM inh,FBPA coupling cs,BCR signal inh,PKM2 activator,PTAP TSG101 blk
COc1cc(S(=O)(=O)NC2CCCCC2)ccc1F,0.3%,-1%,-2%,6,15%,·,-1%,0,-23%,-2%,2%
CCCCNC(=O)c1cccc(NC(=O)C(=O)c2ccccc2NC(C)=O)c1,-0.2%,-3%,3%,-16,10%,-10%,0%,0,?,8%,-1%
CC(C)c1ccc(NC(=O)Cc2ccc(NC3=NC4CS(=O)(=O)CC4S3)cc2)cc1 (centres undefined),-0.1%,·,2%,2,-23%,?,-3%,0,7%,5%,-7%
CN=C(Nc1cccc(S(=O)(=O)N2CCOCC2)c1)c1ccccc1,-0.1%,·,4%,-13,44%,·,0%,·,0%,·,-2%
COc1cccc(NC(=O)CSc2nnc(-c3ccoc3C)n2CC2CCCO2)c1 (centres undefined),-0.6%,2%,3%,-10,-22%,12%,3%,1,?,-4%,-2%
O=C(N/N=C/c1ccc2cccnc2c1)c1nc2ccccc2c(=O)[nH]1,-0.8%,-2%,-2%,-19,4%,·,-1%,0,?,-1%,0%
COc1ccc(CCn2c3c(c(=O)[nH]c2=O)C(NC(=O)c2cccs2)(C(F)(F)F)C(=O)N3)cc1OC (centres undefined),-1.0%,2%,-1%,12,-6%,0%,3%,7,-1%,-2%,-5%
O=C(Nc1ccc2c(c1)OCO2)C1CCCN1C(=O)NCc1ccccc1 (centres undefined),-0.9%,-1%,-3%,-10,8%,0%,0%,-1,3%,-1%,-4%
CCCCn1c(N)c(N(Cc2ccccc2OC)C(=O)c2c(CC)noc2C)c(=O)[nH]c1=O,0.0%,2%,0%,?,-1%,·,·,·,0%,-1%,-5%

High-throughput results (PubChem)
